# HSF1 inhib – HSF1 inhibition; 300,000 tested, 0.77% active; NIH3T3-HGL HSE-luciferase, MG132-induced, luminescence 8 h; hits give low values; activity change, negative = inhibition, % at 7.5 µM (by protocol);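 active = more than half of replicate wells show activity change below -50%, luminescence cut by over half; inconclusive = some wells, but at most half, below -50%; inactive = no replicate well below -50%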;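 note: luciferase reports HSF-1 transcriptional activity via heat shock element; 0% = median of DMSO wells and -100% = zero luminescence signal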
# DYRK1A inh – inhibitors of rat Dyrk1A kinase. ADP-Glo luminescence, NFATc1 peptide. inhibition, % at 12.5 µM. 310,000 tested, 0.43% active; in the data active = inhibition above about 50%;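 note: plate controls were vehicle with enzyme for no effect and no enzyme for full effect; many of its hits are not listed in these tables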
# HSF-1 act – increases HSF-1 driven luciferase reporter signal; NIH3T3-HGL HSF-1 luciferase reporter, MG132, 8 h; 100% = twice DMSO control signal; activation, % at 9 µM; 300,000 tested, 1.7% active;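 active = mean replicate activation of at least 50% with a set share of replicates each reaching 50%; inconclusive = only one of those two conditions met; inactive = mean below 50% and too few replicates reaching it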;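 note: 0% = median of the neutral control wells and 100% = twice that signal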
# GSK3beta inhib – blocks human GSK3beta kinase activity; GST-GSK3beta kinase, ADP-Glo luminescence, 60 min; hits give low values; activity score (negative = inhibition), % at 10 µM; 300,000 tested, 0.038% active; AID 2097;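 active = more than half of replicate wells score below -50%, meaning over 50% inhibition versus plate controls; inconclusive = some replicates but at most half score below -50%; inactive = no replicate scores below -50%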;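 note: 0% = median DMSO wells and -100% = median GW8510 positive control wells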
# Target sequence (P49841 whole entry, looked up): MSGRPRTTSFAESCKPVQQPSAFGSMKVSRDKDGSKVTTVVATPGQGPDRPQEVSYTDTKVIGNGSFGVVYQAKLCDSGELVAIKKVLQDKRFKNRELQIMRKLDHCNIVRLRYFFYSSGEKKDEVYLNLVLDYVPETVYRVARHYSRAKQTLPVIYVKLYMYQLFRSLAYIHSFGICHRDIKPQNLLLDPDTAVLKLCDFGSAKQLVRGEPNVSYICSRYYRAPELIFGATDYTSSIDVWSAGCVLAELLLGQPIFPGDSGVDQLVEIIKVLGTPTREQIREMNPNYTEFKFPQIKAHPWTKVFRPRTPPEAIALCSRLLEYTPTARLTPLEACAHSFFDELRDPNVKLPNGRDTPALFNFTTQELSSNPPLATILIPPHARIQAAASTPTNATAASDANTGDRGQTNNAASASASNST
#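 Assay system: GST-fused GSK3beta enzyme, cell-free / Medium: Tris pH 7.5 buffer with MgCl2, DTT, BSA, heparin / Also added: peptide substrate plus 25 µM ATP (final) / Compound: 10 µM single point / Timing: kinase reaction with compound 60 min at room temperature / Detection: ADP-Glo luminescence / Benchmarks: DMSO neutral wells and GW8510 at 20 µM as positive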
# HSP90 inh – inhibitors of HSP90 luciferase refolding in rabbit reticulocyte lysate; luciferase refolding luminescence, 3 h; AID 1789; inhibition, % at 5.6 µM; 290,000 tested, 0.91% active;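 active = inhibition above the screen-wide mean plus 3 SD, computed separately per campaign, cut at about 16% in these data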;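 note: 0% = DMSO wells and 100% = 60 µM geldanamycin wells; inhibitors lower the luminescence because luciferase stays unfolded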
# PolyA inh – blocks polyadenylation in yeast reporter cells | calls only at 12 µM | 300,000 tested, 0.02% active | S. cerevisiae SKY197-pL101 polyadenylation reporter, beta-gal luminescence; efflux-impaired pdr1/pdr3 knockout yeast; score 100 = 6 SD above DMSO | AID 1875;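 active = lowest replicate activity score at least 50, where 100 means six control SD above control mean; inconclusive = lowest score under 50 but half or more replicates reach 50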;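 note: yeast exposed to compound for 9 h at 30 °C; higher score means more reporter readthrough which indicates perturbed polyadenylation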
# HDAC3 inhib – human HDAC3 inhibition | 320,000 tested, 0.15% active | recombinant HDAC3, fluorogenic peptide/trypsin coupled, fluorescence | inhibition, % at 8.3 µM | AID 2718 | O15379; in the data active = inhibition above about 26%, passing the limit was not always enough; inconclusive = no clear call, values can overlap the other calls
# GSK3A inh – inhibitors of human GSK-3 alpha kinase | P49840 | ADP-Glo luminescence, 60 min | inhibition, % at 10 µM | 320,000 tested, 0.1% active;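 in the data active = inhibition above about 50%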;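 note: GST-tagged GSK-3 alpha with peptide substrate and 25 µM ATP; 0% = DMSO neutral wells and 100% = GW8510 positive control wells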
# Target sequence (P49840 whole entry, looked up): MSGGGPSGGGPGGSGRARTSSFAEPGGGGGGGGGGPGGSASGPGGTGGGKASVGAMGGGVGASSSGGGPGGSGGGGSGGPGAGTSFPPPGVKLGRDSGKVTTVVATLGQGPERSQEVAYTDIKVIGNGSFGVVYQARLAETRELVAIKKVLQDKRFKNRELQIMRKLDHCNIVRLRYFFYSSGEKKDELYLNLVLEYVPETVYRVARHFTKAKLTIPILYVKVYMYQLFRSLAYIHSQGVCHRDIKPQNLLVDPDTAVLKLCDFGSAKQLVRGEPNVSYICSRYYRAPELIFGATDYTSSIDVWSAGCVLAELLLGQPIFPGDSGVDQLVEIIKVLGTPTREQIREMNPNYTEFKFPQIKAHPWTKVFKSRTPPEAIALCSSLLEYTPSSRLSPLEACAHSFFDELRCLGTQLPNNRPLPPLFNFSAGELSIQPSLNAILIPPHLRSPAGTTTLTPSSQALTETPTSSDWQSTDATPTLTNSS
# AI-2 QS mod – Vibrio harveyi AI-2 quorum sensing modulation; Vibrio harveyi JMH597 AI-2 luminescence/OD600 ratio, 9 h; hits give low values; strain lacks LuxN and CqsS sensors; 0 = neutral-control median; activity change, % at 7.5 µM; 300,000 tested, 0.4% active; AID 2094; in the data active = activity change below about -75%, passing the limit was not always enough; inconclusive = no clear call, values can overlap the other calls;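 note: luminescence divided by OD600 gain over 9 h not by final OD600 alone; inactives centre near 13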
# Platelet DG rel – modulates dense granule release in human platelets; human platelet-rich plasma, SFLLRN dense granule ATP release, luminescence; inhibition, %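 (compounds screened at 7.5 µM in platelet-rich plasma)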; 300,000 tested, 0.22% active; AID 1663;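 active = mean replicate score, as percent of positive control, at or above 50; inconclusive = mean below 50 but at least one replicate at or above 50; inactive = mean and every replicate below 50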
# Numbers without * were called inactive; i = inactive; ? = inconclusive; nt = not tested or not shown. Some of the compounds tested (hit frequency here may not be typical).
# The line under a structure holds: HSF1 inhib | DYRK1A inh | HSF-1 act | GSK3beta inhib | HSP90 inh | PolyA inh | HDAC3 inhib | GSK3A inh | AI-2 QS mod | Platelet DG rel
- CC1(c2cc(C(F)(F)F)n3nc(C(=O)O)cc3n2)CC1
  -3 | -1 | -9 | 6 | 0 | i | 2 | -3 | 22 | -1
- COc1ccc(S(=O)(=O)N2CCN(C3CC4CCC3C4)CC2)cc1 (stereo not given)
  -3 | -4 | -1 | 1 | -5 | i | -4 | -2 | -3 | 13
- O=C(NNC1CC(=O)N(c2ccc(Br)cc2)C1=O)c1cccs1 (stereo not given)
  22 | 2 | 14 | 3 | -3 | i | 0 | -1 | 1 | 2
- CCC(C)NC(=O)Cn1cccc1C(=O)c1ccccc1 (stereo not given)
  0 | 0 | -8 | 1 | 2 | i | 1 | nt | 21 | 1
- CC1=NN(C(C#N)c2cccc([N+](=O)[O-])c2)C(C)(C)C1 (stereo not given)
  -8 | -10 | -11 | -2 | 0 | i | -3 | 3 | -2 | ?
- O=[N+]([O-])c1ccc(OCCN2CCCCCC2)cc1
  -9 | -10 | 16 | -2 | 1 | i | -3 | -1 | 2 | -11
- CCCCC(=O)NCCc1cc2c(C)ccc(C)c2[nH]c1=O
  -3 | 11 | 2 | 2 | 1 | i | 0 | 1 | 2 | -15
- CCCn1nnc(NC(=O)/C=C/c2ccccc2)n1
  -1 | nt | -11 | 0 | 2 | i | 8 | 0 | 12 | -59
- CCc1nc(SCc2nnc(-c3ccc(C)cc3)o2)c2c(C)c(C)sc2n1
  -2 | nt | 25 | 1 | -5 | i | -4 | -2 | 24 | -6
- S=C(NCc1ccccn1)Nc1ccc(Cl)c(Cl)c1
  11 | 3 | 21 | 2 | -3 | i | 0 | -4 | -57 | 5
- CCCCCOC(=O)C1[C@H]2C(=O)N(c3ccccc3CC)C[C@]23C=C[C@H]1O3 (stereo not given in full)
  2 | -8 | -7 | -2 | 2 | i | 9 | -1 | 16 | 3
- COc1ccc(-n2c(C)nnc2SCC(=O)N2C(C)CCCC2C)cc1 (stereo not given)
  -27 | -5 | -32 | 3 | 6 | i | -2 | 0 | 75 | -3
- O=c1[nH]c(CSc2nnc(-c3cccnc3)n2C2CCCCC2)nc2ccccc12
  4 | 7 | 0 | -1 | 1 | i | -1 | 0 | 21 | -2
- CCOC(=O)c1c(NC(=O)Cc2cccs2)sc2c1CCCC2
  3 | 8 | -3 | 0 | 4 | i | -4 | -3 | 15 | 1
- NC(=O)C(CC(=O)O)NC(=O)[C@@H]1CCCNc2c(I)cc([N+](=O)[O-])cc2C(=O)N[C@@H](CO)C(=O)N[C@@H](Cc2ccc(O)cc2)C(=O)N1 (stereo not given in full)
  nt | 9 | nt | nt | 3 | nt | 12 | -1 | nt | nt
- O=C(O)c1cccc(NC(=O)c2ccc3c(c2)C(=O)N(CC2CCCO2)C3=O)c1 (stereo not given)
  -5 | -4 | -13 | 2 | 17* | i | 0 | -4 | 13 | 4
- Cc1ccc2cc3cc(C(=O)N(CC(=O)NC4CCCC4)c4cccc(C)c4C)sc3nc2c1
  1 | -1 | 11 | 3 | 4 | i | -3 | -2 | 15 | 2
- COc1cc(C)ccc1OCCCON1C(=O)CCC1=O
  -8 | -7 | 2 | -3 | 3 | i | 2 | 1 | 4 | -4
- COc1cccc(C(=O)Nc2cccc3c2ccc2cccn23)c1
  3 | nt | 5 | -3 | 2 | i | -8 | -5 | 7 | 3
- COc1cc(C(=O)NCCC(=O)N2CCN(C)CC2)cc(OC)c1OC
  -3 | nt | 20 | 1 | -1 | i | 2 | -1 | 28 | 2
- COc1ccc2c(=O)c3c(=O)n(-c4ccccc4)c(-c4ccco4)nc3oc2c1
  5 | 3 | 7 | 2 | -4 | i | -2 | 0 | 17 | -6
- COc1ccc(/C=C/c2ccc3c(Br)ccc(O)c3n2)cc1
  -25 | 1 | -31 | 0 | -2 | i | 2 | -3 | 15 | -3
- CN(C)c1ccc(-n2cccc2/C=N/n2cnnc2)cc1
  ? | 0 | -50 | 2 | 54* | i | -3 | -5 | 15 | 9
- COc1ccc(NC(=O)C2CCC(CNS(=O)(=O)c3cccs3)CC2)cc1 (stereo not given)
  1 | 1 | 14 | -2 | -2 | i | 1 | -2 | 6 | 4
- Cc1cn(C2OC(COC(=O)c3ccccc3)C(O)C2O)c(=O)[nH]c1=O (stereo not given)
  -7 | 0 | -8 | -34 | 2 | i | 0 | 43 | 42 | 3
- O=C(Cc1cccs1)NCc1cc(Cl)cc(Cl)c1
  16 | nt | 24 | -2 | -4 | i | -8 | -1 | 8 | 8
- Cc1cc(=O)oc2c(C)c(OC(C)C(=O)NCCCn3ccnc3)ccc12 (stereo not given)
  2 | -4 | -1 | 3 | 1 | i | -12 | -3 | 9 | 4
- Cc1ccc(S(=O)(=O)Cn2nnnc2C(c2ccc(F)cc2)N2CCC(C(N)=O)CC2)cc1 (stereo not given)
  1 | -6 | 24 | -4 | -3 | i | -5 | 1 | 0 | nt
- Cc1ccc(NC(=O)CSc2ccccc2NC(=O)c2ccccc2)cc1Cl
  10 | -4 | 33 | -2 | -2 | i | -2 | -1 | -1 | 11
- COc1ccc(CNC(=O)Nc2cccc3ccccc23)cc1
  -2 | nt | 8 | 1 | -1 | i | -5 | 1 | 13 | -4
- CC(OC(=O)c1cccnc1)C(=O)NCc1ccc2c(c1)OCO2 (stereo not given)
  2 | -1 | 19 | 1 | 1 | i | -4 | 0 | 22 | 3
- Cc1ccc(C)c(N(C(=O)CS(=O)CC(=O)Nc2ccc3c(c2)OCO3)C(C)C(=O)NC2CCCC2)c1 (stereo not given)
  1 | -2 | -2 | 0 | -1 | i | -2 | -2 | 15 | 3
- Cc1ccc(C)c(NC(=O)c2oc(=O)c3ccccc3c2-c2ccccc2)c1
  4 | -7 | 3 | 1 | 9 | i | 1 | 6 | 16 | -3
- Cc1ccc(-c2onc3ccc(C4(C)OCCO4)cc23)cc1
  -2 | -2 | 0 | -1 | 9 | i | 4 | -5 | 2 | 2
- CN(C)C(=O)C1Cc2ccccc2CN1S(=O)(=O)c1ccc(F)cc1 (stereo not given)
  -2 | 2 | -3 | -2 | 6 | i | 3 | nt | 27 | -5
- O=C(CCCN1C(=O)/C(=C/c2ccccc2)SC1=S)Nc1cccc(O)c1
  -4 | 2 | -1 | -1 | 6 | i | 11 | -11 | 21 | 0
- Cc1cc(C(=O)CN2C(=O)c3ccccc3S2(=O)=O)c(C)n1CC1CCCO1 (stereo not given)
  ? | 4 | -56 | 2 | 24* | i | 1 | -1 | 41 | 1
- Clc1ccc(-c2csc(N/N=C/c3ccco3)n2)cc1
  8 | -1 | 17 | -3 | 3 | i | 15 | -5 | 4 | 6
- CCOC(=O)Cn1c(CN(C)Cc2ccccc2)nc2c1c(=O)n(C)c(=O)n2C
  0 | 3 | 3 | -4 | -2 | i | -8 | 0 | 14 | 3
- CC(C)c1ccc(O)c(C(=O)c2cnn(-c3ccccc3)c2)c1
  -7 | 15 | 9 | 0 | nt | i | 9 | -1 | 12 | -2
- CCCCC(=O)N(c1ccc(OCC)cc1)C1C=CS(=O)(=O)C1 (stereo not given)
  0 | -2 | -3 | 0 | 3 | i | -2 | -2 | -9 | 0
- CCC(c1nnnn1CS(=O)(=O)c1ccc(C)cc1)N1CCC(C(N)=O)CC1 (stereo not given)
  -4 | -1 | -2 | 0 | 4 | i | 3 | -1 | 7 | -2
- CCn1c(SCC(=O)NCc2ccc3c(c2)OCO3)nc2c(c1=O)SCC2
  -7 | 0 | -9 | 0 | -3 | i | nt | -3 | 10 | -4
- CCn1cc(C(=O)NCc2ccccc2F)c(=O)c2ccc(C)nc21
  -6 | -2 | -2 | -24 | -1 | i | -1 | -2 | 12 | nt
- CCOc1ccccc1Oc1ccc(C(F)(F)F)cn1
  -9 | 1 | -8 | 4 | -1 | i | 0 | 0 | 15 | -5
- CC(=O)c1ccc(N2CCN(c3ccc(C(F)(F)F)cn3)CC2)cc1
  -7 | -9 | -3 | 3 | 1 | i | -1 | -3 | 12 | -2
- CC(C)c1ccc(NC(=S)N2CCN(C)CC2)cc1
  nt | -3 | nt | -22 | -4 | nt | -12 | nt | 26 | nt
- Cc1cccn2c(=O)c(/C=N/O)c(Nc3ccccc3F)nc12
  -14 | -4 | -18 | 1 | 9 | i | 2 | -3 | 15 | 16
- S=c1[nH]nc(CN2CCCC2)n1Cc1ccccc1
  0 | nt | 12 | 2 | -5 | i | 2 | 0 | 8 | -3
- CCOC(=O)N1CCN(C(=O)COc2ccccc2Cl)CC1
  3 | 2 | 14 | 0 | 0 | i | -2 | -2 | 10 | 2
- CN(C)c1ccc(NS(=O)(=O)c2cc3c4c(c2)CC(=O)N4CCC3)cc1
  -34 | 1 | -27 | 4 | -4 | i | -9 | 0 | 21 | -6
- CN(c1ccccc1)S(=O)(=O)c1ccc(Cl)c(C(=O)OCC(=O)NC2CCS(=O)(=O)C2)c1 (stereo not given)
  0 | -5 | 20 | 2 | -2 | i | -2 | -2 | 7 | -6
- CC1CC(C)(C)NC(=S)N1CCCC(=O)Nc1ccc2c(c1)OCCO2 (stereo not given)
  -24 | nt | -35 | 2 | 2 | i | -3 | -1 | 7 | 5
- O=S(=O)(c1cccc(-c2csc(-c3cccnc3)n2)c1)N1CCOCC1
  -1 | -2 | 23 | -2 | -1 | i | 3 | -2 | 21 | -2
- CCc1cc(C(c2ccncc2)N2CCN(C)CC2)c(NC(=O)c2ccccc2)s1 (stereo not given)
  38 | 1 | 42 | 1 | -5 | i | 1 | -1 | 12 | -3
- Cc1ccc(/C=C/C(=O)c2ccc(C)cc2)cc1
  6 | -3 | 46 | 0 | 1 | i | 2 | -2 | -21 | -1
